Cneo AK release: causes C. neoformans cell lysis. adenylate kinase release luminescence, 4 h; normalised: neutral wells 0, clomiphene wells 100. lysis activity, % at 15 µM. 360,000 compounds, 0.2% hits;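 active = mean lysis activity across replicates of at least 80%, whatever share of replicates individually reach that level; inactive = mean lysis activity below 80%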
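Assay system: C. neoformans cells. Amount: yeast cell density of 5 × 10^6 cells/mL. Technique: AK luminescence. Buffer or medium: YPD. Times: static 4 h at 37 °C with compound, 1 h detection. Dosing: single-point compound dose. Read-out: lysis from increased AK signal.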
EWS-Fli inh: inhibitors of EWS/Fli oncoprotein transcriptional activity; A673 NR0B1-luciferase reporter, viability-normalised; inhibition, % at 12.6 µM; 350,000 compounds, 0.67% hits; AID 651661;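 active = mean inhibition of at least 50% after viability correction, with every replicate also passing that limit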;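 note: firefly luciferase signal divided by Alamar Blue viability fluorescence both relative to DMSO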
FN deposition inh: fibronectin deposition inhibition; inhibition, % at 12.6 µM; AH1F fibroblasts, Alexa488-fibronectin deposition fluorescence, overnight; 350,000 compounds, 0.086% hits;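 active = mean inhibition across replicates of 30% or more, regardless of how many single replicates reach that level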;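 note: positive control wells lacked labelled fibronectin entirely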
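Assay system: AH1F fibroblast monolayer, labelled fibronectin deposition. Amount: 10000 cells per well. Also added: labelled fibronectin 24 nM. Compound: single-point pinned compound. Incubation: cell attachment 1 h, compound and FN exposure overnight. Detection: fluorescence after three HBSS washes, excitation 485 nm, emission 525 nm. Read-out: inhibition of fibronectin deposition signal.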
PAX8 inh HTS: PAX8 transcriptional activity inhibition. AID 652154. RMG-I TPO-luciferase reporter, SteadyGlo, 24 h. inhibition, % at 12.6 µM. 360,000 compounds, 1.2% hits;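 active = mean replicate inhibition at least 60% with every replicate also reaching 60%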;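 note: luciferase light reporting Pax8 driven TPO promoter activity; plate controls were median of neutral control wells for no effect and mitoxantrone controls for full effect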
miR122 inh: blocks miR-122 activity in Huh7 sensor cells; Huh7 miR-122 Renilla luciferase sensor, 48 h; neutral wells = 0, positive control = 100; activation (reporter increase), % at 12.5 µM; 340,000 compounds, 0.3% hits; AID 602342;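 active = mean replicate activation score at least 90 and every replicate individually at or above 90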;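 note: higher luciferase means less miR-122 activity so hits act as miR-122 inhibitors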
PGC1a acetyl inh: PGC1a acetylation modulation, inhibitor mode. inhibition, % at 15.6 µM. U2OS PGC1a acetylation, AlphaScreen anti-acetyl-lysine; with virally co-expressed GCN5 acetyltransferase. 350,000 compounds, 0.17% hits;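 active = every replicate shows inhibition of at least 40%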;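 note: 0% = neutral control wells and 100% = positive control wells; some results beyond the cut were filed as inactive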
Casp6 inh: inhibitors of human caspase-6 | inhibition, % at 12.5 µM | purified caspase-6, Z-VEID-R110 cleavage fluorescence | 350,000 compounds, 0.53% hits;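 active = mean inhibition across replicates at least about 35%, with every replicate also reaching that limit, limit read from the data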;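 note: 0% = median of neutral control wells and 100% = no fluorescence left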
Target sequence (P55212 24-179 limits assumed): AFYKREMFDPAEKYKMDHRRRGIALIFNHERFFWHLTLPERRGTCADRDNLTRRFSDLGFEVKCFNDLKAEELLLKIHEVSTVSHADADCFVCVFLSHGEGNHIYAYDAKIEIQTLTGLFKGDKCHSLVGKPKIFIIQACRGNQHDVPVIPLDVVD
Target sequence (P55212 194-293 limits assumed): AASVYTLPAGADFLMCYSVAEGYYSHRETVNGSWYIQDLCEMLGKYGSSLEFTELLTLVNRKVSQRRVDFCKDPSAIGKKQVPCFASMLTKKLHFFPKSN
LGR2 antag: Drosophila LGR2 receptor signaling inhibition; HEK293 LGR2, CRE-luciferase, bursicon-stimulated, 4 h; inhibition, % at 9.99 µM; 380,000 compounds, 0.35% hits; AID 720647;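 active = drop in luminescence signal, shown as inhibition above about 50% in the replicate tests, limit read from the data, passing the limit was not always enough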;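 note: agonist challenge used bursicon conditioned medium at about half maximal strength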
Numbers without * were called inactive; [ ] = another dose, or the depositor's remark. The order is random; any-hit rate near 2.5%.

Cc1ccc(OCCNC(=O)c2cccc(S(=O)(=O)NCc3ccccc3)c2)cc1 was read as Cneo AK release 4, EWS-Fli inh 56*, FN deposition inh 12, PAX8 inh HTS 24, miR122 inh 81, PGC1a acetyl inh -3, Casp6 inh 1 and LGR2 antag 29.
Screening C=C1CC(C(=O)N/N=C/c2ccccc2)C1 returned EWS-Fli inh 34, PAX8 inh HTS -22, Casp6 inh 1 and LGR2 antag -21.
For Cc1ccc(S(=O)(=O)C2(C(=O)NCCc3ccccc3)CC2)cc1 the results were Cneo AK release 0, EWS-Fli inh -13, FN deposition inh 14, PAX8 inh HTS -5, miR122 inh -2, PGC1a acetyl inh -8, Casp6 inh -2 and LGR2 antag 2.
For Cc1ccc(-c2cc(C(=O)N3CCc4ccccc4C3)[nH]n2)cc1C the results were Cneo AK release 11, EWS-Fli inh -23, FN deposition inh -12, PAX8 inh HTS 1, miR122 inh -2, PGC1a acetyl inh -6 and LGR2 antag -20.
Screening C[C@@H]1CN([C@@H](C)CO)C(=O)c2cccc(NS(=O)(=O)c3ccc(Cl)cc3)c2O[C@H]1CN(C)Cc1ccncc1 returned Cneo AK release -1, EWS-Fli inh 2, PAX8 inh HTS -12, miR122 inh 17[16.7 µM], PGC1a acetyl inh -4, Casp6 inh 2 and LGR2 antag 8.
Cc1cccc(OCC(=O)Nc2ccc(S(=O)(=O)Nc3cc(C)nc(C)n3)cc2)c1 was read as Cneo AK release 2, EWS-Fli inh 6, FN deposition inh -2, PAX8 inh HTS 11, miR122 inh 9, PGC1a acetyl inh 5, Casp6 inh -7 and LGR2 antag 6.
Screening C[C@@H]1CN([C@@H](C)CO)C(=O)c2cc(NC(=O)Cc3ccccc3)ccc2O[C@@H]1CN(C)C returned Cneo AK release -1, EWS-Fli inh 1, PAX8 inh HTS -9, miR122 inh 9[16.7 µM], PGC1a acetyl inh 3, Casp6 inh 1 and LGR2 antag 5.
Cc1cccc(-c2ocnc2C(=O)Nc2ccccc2NC(=O)c2ccccn2)c1 was read as Cneo AK release -4, FN deposition inh -10, PAX8 inh HTS 21, miR122 inh 4, PGC1a acetyl inh 22, Casp6 inh -3 and LGR2 antag 2.
`COc1ccc(S(=O)(=O)N(C)C[C@@H]2Oc3c(NC(=O)CCCCCC(=O)Nc4ccccc4N)cccc3C(=O)N([C@H](C)CO)C[C@@H]2C)cc1` gave EWS-Fli inh -6, PAX8 inh HTS 16, PGC1a acetyl inh -4, Casp6 inh -2 and LGR2 antag -15.
Screening C[C@@H]1CCCCO[C@@H](CN(C)C(=O)Nc2ccc3c(c2)OCO3)[C@H](C)CN([C@H](C)CO)C(=O)c2cc(NC(=O)NC3CCCCC3)ccc2O1 returned Cneo AK release -5, EWS-Fli inh -3, PAX8 inh HTS 19, miR122 inh -16[16.7 µM], PGC1a acetyl inh -5 and LGR2 antag -28.
For O=S(=O)(c1ccccc1)N1CCCCN2[C@H](CO)[C@H](c3ccc(-c4ccccc4)cc3)[C@@H]2C1 the results were Cneo AK release 2, EWS-Fli inh 0, PAX8 inh HTS 23, miR122 inh -5[16.7 µM], PGC1a acetyl inh -11, Casp6 inh 0 and LGR2 antag 32.
Screening CCCCC(=O)NC(=S)NNC(=O)c1ccc(OC)cc1 returned EWS-Fli inh 22, PAX8 inh HTS 9, PGC1a acetyl inh 1, Casp6 inh -11 and LGR2 antag -1.
Cc1ccc2nc3c(c(Nc4ccc(O)cc4)c2c1)CCC3 was read as Cneo AK release 0, EWS-Fli inh 27, FN deposition inh -3, PAX8 inh HTS -2, Casp6 inh 3 and LGR2 antag 14.
Screening C[C@@H]1CN([C@H](C)CO)C(=O)Cc2cc(N(C)C)ccc2O[C@H]1CN(C)Cc1ccccc1 returned Cneo AK release -2, EWS-Fli inh -8, PAX8 inh HTS -6, miR122 inh 5[16.7 µM], PGC1a acetyl inh -3, Casp6 inh -1 and LGR2 antag -4.
`O=C(COC(=O)c1ccc2c(c1)OCCO2)NCCc1ccccc1` gave Cneo AK release -1, EWS-Fli inh -5, FN deposition inh 0, PAX8 inh HTS -30, Casp6 inh -1 and LGR2 antag -3.
`CCOc1ccc(NC(=O)CN(C)C(=O)c2cc(-c3ccc(OC)cc3)nc3ccccc23)cc1OCC` gave EWS-Fli inh -2, FN deposition inh -6, PAX8 inh HTS 46, Casp6 inh -4 and LGR2 antag 0.
Screening COc1cccc(C(=O)N/N=C(/CCC(=O)O)c2ccccc2)c1 returned EWS-Fli inh 0, FN deposition inh 1, PAX8 inh HTS -5 and Casp6 inh -3.
For COc1cc2ccc(=O)oc2cc1OCC(O)C(C)(C)O (stereo unspecified) the results were Cneo AK release 2, EWS-Fli inh -6, miR122 inh -2, PGC1a acetyl inh -5, Casp6 inh 2 and LGR2 antag -24.
For Cc1nn(Cc2ccc([N+](=O)[O-])cc2)c(=O)n1N(C)c1ncc(C(F)(F)F)cc1Cl the results were Cneo AK release -1, FN deposition inh -1, PAX8 inh HTS 8, miR122 inh -6 and PGC1a acetyl inh -11.
For COc1cc(Cl)ccc1OCc1cc(C(=O)NC2CCc3ccccc32)no1 (stereo unspecified) the results were Cneo AK release -1, PAX8 inh HTS 12, miR122 inh -2, PGC1a acetyl inh 4, Casp6 inh 1 and LGR2 antag 5.
Cc1[nH]c2ccccc2c1CC(=O)Nc1ccc(Nc2cccnc2)c(-c2ccc(-c3ccccc3)cc2F)c1 was read as EWS-Fli inh -9, FN deposition inh -6, PAX8 inh HTS 13, Casp6 inh 4 and LGR2 antag -5.
Screening COc1ccc(NC(=O)N[C@@H]2C=C[C@H](CC(=O)NCc3ccccn3)O[C@H]2CO)cc1 returned Cneo AK release 3, EWS-Fli inh 2, FN deposition inh 10, PAX8 inh HTS -22, PGC1a acetyl inh -3, Casp6 inh 3 and LGR2 antag 2.
`CC(C)C#Cc1cnc2c(c1)C(=O)N([C@@H](C)CO)C[C@H](C)[C@H](CN(C)Cc1cncnc1)O2` gave Cneo AK release -2, EWS-Fli inh -9, PAX8 inh HTS -1, miR122 inh -2[16.7 µM], PGC1a acetyl inh 5, Casp6 inh 5 and LGR2 antag -12.
For CCC(C)NC(=O)C1CCN(S(=O)(=O)c2ccc(OC)cc2)CC1 (stereo unspecified) the results were Cneo AK release 3, FN deposition inh -2, miR122 inh -8, PGC1a acetyl inh 4 and LGR2 antag -5.
For O=C(CNC(=O)N1CC(=O)Nc2ccccc21)Nc1ccc(Cl)cc1Cl the results were Cneo AK release 1, EWS-Fli inh 14, PAX8 inh HTS -8, miR122 inh 3, PGC1a acetyl inh 0, Casp6 inh 3 and LGR2 antag 4.
For COc1ccc(NC(=O)COC(=O)CCc2ccc(S(=O)(=O)N3CCOCC3)cc2)cc1Cl the results were Cneo AK release 0, EWS-Fli inh -14, PAX8 inh HTS 4, miR122 inh -7, PGC1a acetyl inh -5, Casp6 inh 3 and LGR2 antag 1.
Cc1cc(C)c(NC(=O)CNC(=O)CN2C(=O)NC3(CCCc4ccccc43)C2=O)c(C)c1 (stereo unspecified) was read as EWS-Fli inh -3, FN deposition inh -47, PAX8 inh HTS 13, Casp6 inh 1 and LGR2 antag -14.
CC(Oc1ccc(F)cc1)C(=O)Nc1cccc(S(=O)(=O)N(C)c2ccccc2)c1 (stereo unspecified) was read as Cneo AK release 7, EWS-Fli inh -15, FN deposition inh -4, PAX8 inh HTS -4, miR122 inh 3, PGC1a acetyl inh -11, Casp6 inh 1 and LGR2 antag 1.
For CC(C)NC(=O)N(C)C[C@H]1Oc2ccc(NC(=O)Cn3cnnn3)cc2CC(=O)N([C@@H](C)CO)C[C@@H]1C the results were Cneo AK release -9, EWS-Fli inh -16, PAX8 inh HTS 6, miR122 inh -5[16.7 µM], PGC1a acetyl inh 8, Casp6 inh -2 and LGR2 antag 2.
Screening COc1ccc(-c2csc(NC(=O)c3ccc(N4C(=O)CCC4=O)cc3)n2)cc1 returned Cneo AK release 1, EWS-Fli inh -8, PAX8 inh HTS -6, miR122 inh -12, PGC1a acetyl inh -1, Casp6 inh -1 and LGR2 antag 2.
O=C(CSc1nc2ccccc2n1S(=O)(=O)c1ccccc1)N1CCCC1 was read as FN deposition inh -1, PAX8 inh HTS 5, Casp6 inh -2 and LGR2 antag -2.
CCOc1ccc(CCNC(=O)COC(=O)Cn2nc(C)c([N+](=O)[O-])c2C)cc1OCC was read as Cneo AK release 2, EWS-Fli inh 1, FN deposition inh -8, PAX8 inh HTS -20, miR122 inh -7, PGC1a acetyl inh -2, Casp6 inh 4 and LGR2 antag -13.
Screening CCCNC(=O)c1ccccc1NC(=O)c1ccccc1SC returned EWS-Fli inh 3, FN deposition inh -5, PAX8 inh HTS 3, Casp6 inh 2 and LGR2 antag -2.
`O=C(c1ccccc1F)N1CCN(c2cnn(-c3cccc(Cl)c3)c(=O)c2Cl)CC1` gave Cneo AK release 7, EWS-Fli inh 3, FN deposition inh 9, PAX8 inh HTS 9, miR122 inh -7, PGC1a acetyl inh 1, Casp6 inh 1 and LGR2 antag -45.
`Cc1cc(C)nc(/N=C2\NC(=O)CC(C(=O)O)N2CCc2c[nH]c3ccccc23)n1` (stereo unspecified) gave Cneo AK release 1, EWS-Fli inh 10, FN deposition inh 9, PAX8 inh HTS 3, miR122 inh -4, PGC1a acetyl inh -12 and Casp6 inh 5.
C[C@@H]1CN([C@H](C)CO)C(=O)c2cc(NC(=O)Cc3ccccc3)ccc2O[C@H]1CN(C)S(=O)(=O)c1ccc(F)cc1 was read as Cneo AK release -1, EWS-Fli inh 2, FN deposition inh -8, PAX8 inh HTS 6, miR122 inh -1[16.7 µM], PGC1a acetyl inh 4, Casp6 inh 2 and LGR2 antag -29.

A draw from above in order of molar mass, descending.
CCOc1ccc(CCNC(=O)COC(=O)Cn2nc(C)c([N+](=O)[O-])c2C)cc1OCC was read as Cneo AK release 2, EWS-Fli inh 1, FN deposition inh -8, PAX8 inh HTS -20, miR122 inh -7, PGC1a acetyl inh -2, Casp6 inh 4 and LGR2 antag -13.
`O=C(c1ccccc1F)N1CCN(c2cnn(-c3cccc(Cl)c3)c(=O)c2Cl)CC1` gave Cneo AK release 7, EWS-Fli inh 3, FN deposition inh 9, PAX8 inh HTS 9, miR122 inh -7, PGC1a acetyl inh 1, Casp6 inh 1 and LGR2 antag -45.
`Cc1cc(C)nc(/N=C2\NC(=O)CC(C(=O)O)N2CCc2c[nH]c3ccccc23)n1` (stereo unspecified) gave Cneo AK release 1, EWS-Fli inh 10, FN deposition inh 9, PAX8 inh HTS 3, miR122 inh -4, PGC1a acetyl inh -12 and Casp6 inh 5.
For O=C(CNC(=O)N1CC(=O)Nc2ccccc21)Nc1ccc(Cl)cc1Cl the results were Cneo AK release 1, EWS-Fli inh 14, PAX8 inh HTS -8, miR122 inh 3, PGC1a acetyl inh 0, Casp6 inh 3 and LGR2 antag 4.
Screening CCCNC(=O)c1ccccc1NC(=O)c1ccccc1SC returned EWS-Fli inh 3, FN deposition inh -5, PAX8 inh HTS 3, Casp6 inh 2 and LGR2 antag -2.

Screens deposited in PubChem by Broad Institute.
